TSG101-PTAP inh: TSG101-PTAP interaction inhibition, HIV-1 budding. AID 1347069. Potency, µM (highest dose often 115 µM), for the others: at the top dose activity change, negative = inhibition, hits mostly inhibitors. Fluorescence polarization, FITC-PTAP peptide/Tsg101, 20 min. Q99816. 44,000 tested, under 10 active; further: potency means the concentration at half of the fitted maximal effect; 0% is about no effect
Target sequence (Q99816 whole entry, looked up): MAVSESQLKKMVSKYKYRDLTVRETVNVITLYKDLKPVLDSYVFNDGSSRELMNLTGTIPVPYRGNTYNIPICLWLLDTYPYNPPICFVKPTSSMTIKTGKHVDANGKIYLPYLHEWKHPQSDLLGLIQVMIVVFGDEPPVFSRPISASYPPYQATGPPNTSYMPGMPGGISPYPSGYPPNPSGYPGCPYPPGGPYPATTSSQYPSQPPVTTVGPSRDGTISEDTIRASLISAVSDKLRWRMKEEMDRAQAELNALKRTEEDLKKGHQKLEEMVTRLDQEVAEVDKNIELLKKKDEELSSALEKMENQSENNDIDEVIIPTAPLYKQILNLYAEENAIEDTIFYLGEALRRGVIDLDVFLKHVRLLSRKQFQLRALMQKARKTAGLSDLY
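Read-out is FITC fluorescence polarization. Compounds were added to Tsg101 binding domain (10 uM final), then FITC-PTAP peptide (50 nM final), 20 min at r.t. Total S+P intensity flags fluorescent compounds.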
B2AR arrestin ag: agonists recruiting beta-arrestin to human beta2-adrenergic receptor; P07550; HTLA Tango cells, beta-arrestin recruitment, luciferase luminescence, 18 h; Potency, µM (top dose mostly 46.1 µM), for the others: top-dose activation, hits mostly activators; 44,000 tested, under 10 active; AID 1347077;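 further: potency means the concentration at half of the fitted maximal effect; 0% = DMSO and full agonism = EC100 isoproterenol or metaproterenol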
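Ligand-induced beta-arrestin recruitment to recombinant beta2-AR is measured via a tTA-driven luciferase reporter in Tango cells after 18 hr compound exposure at 37 degrees C. Concentrations span up to 46 microM.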
p53null 39C kill: kills p53 null cells at the nonpermissive temperature | H1299 p53-null (neo) cells, 39C, ATPlite viability, 24 h | Potency, µM (highest dose often 46.1 µM), for the others: at the top dose activity, negative = cell killing, usual class: cytotoxic | 0.97% of 55,000 active | AID 904;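 further: potency means the concentration at half of the fitted maximal effect; 0% = DMSO only and -100% = full killing by 100 µM tamoxifen; nearly all actives have a fitted effect of over 50% in size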
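Concentration-response (up to 46 uM) was run for 24 h at the nonpermissive 39C on H1299-p53A138V or H1299-neo cells. ATP content was measured with ATPlite luminescence. AC50 values were Hill-modeled after normalizing between DMSO and 100 uM tamoxifen killing.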
FH mod: Identification of activators of human fumarate hydratase by quantitative high-throughput screening | Fumarate hydratase, mitochondrial (Homo sapiens), P07954 | FH coupled MDH/diaphorase resazurin fluorescence, 15 min | Potency, µM (highest dose often 79.9 µM), inactives show at the highest dose activity change, negative = inhibition, most hits filed as inhibitors | 0.22% of 54,000 active | AID 1347055, 2019; further: potency means the concentration at half of the fitted maximal effect; on the % scale 0 is the no-effect control and ±100 the full control effect; the screen sought activators but most active calls are inhibition curves; nearly all actives have a fitted effect of over 45% in size
NTMT1 inh: blocks human N-terminal methyltransferase 1 activity; 2.5% of 59,000 active; Q9BV86; Potency, µM (doses to about 114 µM), without a hit: at the top dose activity change, negative = inhibition, hits mostly inhibitors; NTMT1 MTase-Glo SAH luminescence, purified enzyme;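 further: potency means the concentration at half of the fitted maximal effect; plate controls were DMSO vehicle for no effect and no enzyme for full effect; nearly all actives have a fitted effect of over 65% in size; many of its hits are not listed in these tables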
Target sequence (Q9BV86 whole entry, looked up): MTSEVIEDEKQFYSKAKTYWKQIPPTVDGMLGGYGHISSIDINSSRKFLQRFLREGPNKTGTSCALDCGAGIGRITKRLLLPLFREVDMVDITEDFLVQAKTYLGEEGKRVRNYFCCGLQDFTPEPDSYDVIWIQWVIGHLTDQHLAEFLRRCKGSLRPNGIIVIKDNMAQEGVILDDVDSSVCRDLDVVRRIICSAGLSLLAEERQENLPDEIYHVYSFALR
GALK inh: inhibits human galactokinase; P51570; recombinant GALK, Kinase-Glo ATP luminescence, 1 h; Potency, µM (top dose mostly 57.5 µM), for the others: at the highest dose activity, negative = inhibition, actives largely listed as inhibitors; 44,000 tested, under 10 active; AID 1347072;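 further: plate controls were full GALK reaction for no effect and reaction lacking GALK for full effect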
Target sequence (P51570 whole entry, looked up): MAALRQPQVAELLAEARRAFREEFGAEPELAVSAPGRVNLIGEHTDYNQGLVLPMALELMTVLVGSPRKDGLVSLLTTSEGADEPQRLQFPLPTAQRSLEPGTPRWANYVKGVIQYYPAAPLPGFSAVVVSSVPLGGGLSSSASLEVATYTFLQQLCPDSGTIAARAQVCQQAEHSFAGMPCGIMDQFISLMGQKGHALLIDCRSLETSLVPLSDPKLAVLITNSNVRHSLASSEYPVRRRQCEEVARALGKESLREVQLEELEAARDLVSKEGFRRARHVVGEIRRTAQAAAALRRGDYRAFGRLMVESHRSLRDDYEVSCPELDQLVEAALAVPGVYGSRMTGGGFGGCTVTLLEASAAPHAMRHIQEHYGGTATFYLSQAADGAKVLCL
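Human GALK (5 nM) was incubated with 35 uM ATP and 100 uM galactose in 20 mM HEPES pH 8.0 with MgCl2, NaCl, DTT and BSA for 1 h at room temperature. Remaining ATP was measured by Kinase-Glo Plus luminescence.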
p53null 32C tox: p53 null cell cytotoxicity, permissive temperature | Potency, µM (titrated, usually from 46.1 µM), inactives show at the highest dose activity change, negative = cytotoxicity, actives largely listed as cytotoxic | H1299-neo p53 null cells, ATP luminescence, 24 h, 32C | 0.62% of 55,000 active;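 further: potency means the concentration at half of the fitted maximal effect; 0% = DMSO only and -100% = full killing by 100 µM tamoxifen; nearly all actives have a fitted effect of over 55% in size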
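We seeded p53-null H1299-neo cells, incubated them overnight at 37C, and added compounds across a range up to 46 uM. After 24 hours at 32C, ATP reagent was applied for 20 min at room temperature and luminescence recorded.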
* hit, by the source's call; ? = inconclusive; / = not tested or not shown; [ ] = dose if it differs, or a comment. The call rests on the fitted dose curve; in most records, active means well fitted curve in the direction sought with a large enough effect; inconclusive means small, poorly fitted or top-dose-only effect, or another doubt; inactive means no such curve, though single readings can be large; an effect the other way counts as inactive or inconclusive. An excerpt; the hit share may differ from the screen's.

Molecule,TSG101-PTAP inh,B2AR arrestin ag,p53null 39C kill,FH mod,NTMT1 inh,GALK inh,p53null 32C tox
Cc1ccc(CNC(=O)c2cc(-c3ccc(C)c(C)c3)nc3ccccc23)cc1,-3%,-1%,-10%,-7%,0%,-5%,-5%
CCc1cccc(C)c1NC(=O)C1CCN(S(=O)(=O)c2cccc3nonc23)CC1,0%,-1%,10%,-5%,-4%,-14%,3%
c1ccc(N2CCN(Cc3nnc(-c4ccc5c(c4)OCO5)o3)CC2)cc1,-1%,-2%,-12%,-1%,-4%,-5%,-1%
CCn1c(=NC(=O)c2ccc(S(=O)(=O)N3CCCCC3)cc2)sc2cccc(OC)c21,-1%,0%,/,-7%,6%,7%,/
Cn1c(=O)nc2n(-c3ccc(Br)cc3)c3cccc(Cl)c3cc-2c1=O,-6%,1%,-26%,10%,-26%,9%,4%
CCOC(=O)CSc1nc(-c2ccc(C)cc2C)cc(-c2ccccc2)c1C#N,-2%,0%,2%,-11%,20%,-3%,1%
Cn1c(C(=O)Nc2ccc(OC(F)(F)F)cc2)cc2c(=O)n3ccccc3nc21,-1%,0%,-8%,3%,-4%,-2%,5%
COc1ccccc1Nc1cc(C(=O)NCCCN(C)C2CCCCC2)c2ccccc2n1,-4%,0%,13µM*,-10%,-16%,0%,-4%
CCc1ccccc1Nc1nn2c(=O)c3ccc(C(=O)NCc4ccccc4Cl)cc3nc2s1,-2%,1%,-8%,-4%,3%,2%,4%
COc1ccc(S(=O)(=O)c2cn(C)c3cc(N4CCCC4)c(F)cc3c2=O)cc1,-3%,1%,-9%,-4%,-1%,0%,-2%
COc1cccc(-n2c(SCc3ccccc3C)nc3c([nH]c4ccccc43)c2=O)c1,1%,0%,-3%,-18%,10%,-1%,-4%
O=C(O)CCn1ccc2cc(S(=O)(=O)N3CCCCCC3)ccc21,-2%,9%,-18%,?,0%,6%,-9%
C=CCc1cccc2cc(C(=O)NCCc3c(C)[nH]c4c(C)cccc34)c(=O)oc12,0%,0%,-22%,-10%,-7%,-3%,26%
CC(=O)N1c2ccc(S(=O)(=O)NCC3CCC(C(=O)Nc4cccc(F)c4)CC3)cc2CC1C (stereo unspecified),-7%,0%,-9%,-23%,5%,?,10%
O=C(COc1ccccc1)NCCc1csc(-c2ccc(F)cc2)n1,-11%,2%,-4%,-13%,-3%,-1%,-8%
Cc1cccc(-n2c(SCc3nc(-c4ccccc4C)no3)nnc2-c2ccccc2)c1,-1%,-1%,-13%,-6%,35%[activator],8%,-10%
CC(C)c1cc(C(=O)NCc2ccc(F)cc2)no1,0%,1%,-12%,-1%,0%,2%,5%
CCCCc1nn2c(=O)cc(COC(=O)c3ccccc3NC(=O)C(C)(C)C)nc2s1,1%,1%,-7%,6%,1%,0%,5%
Cc1cc(F)ccc1NC(=O)Cn1c(=O)ccc2cc(S(=O)(=O)N3CCC(C)CC3)ccc21,2%,-1%,12%,-4%,20%,2%,-7%
Cc1ccccc1NC(=O)CN1C(=O)CCn2nc(-c3cccn3C)cc21,0%,0%,-19%,-9%,4%,-4%,-3%
CCOCCc1nn2c(=O)cc(COC(=O)CNC(=O)c3ccc(F)cc3)nc2s1,-3%,-1%,-10%,-6%,7%,-2%,6%
Cc1c(C)c2cc3c(c(C)c2oc1=O)OCN(CCc1ccccc1)C3,-3%,1%,0%,/,/,-1%,0%
Cc1ccc(-c2ccc(CCC(=O)O)n2-c2cccc(C)c2C)cc1,-4%,1%,27%,/,/,0%,31%[activator]
CCN(CC)C(=O)c1sc(NC(=O)C2c3ccccc3Oc3ccccc32)c(C(=O)OC(C)C)c1C,0%,0%,5%,/,/,4%,3%
CCOc1ccc(-c2nc(CSCC(=O)N3CCN(c4ccc(F)cc4)CC3)c(C)o2)cc1,-1%,-1%,14%,-24%,0%,0%,-10%
O=C(CN1C(=O)C2(SCC(=O)N2c2ccccc2)c2ccccc21)NCCc1ccccc1 (stereo unspecified),2%,0%,-18%,-11%,2%,-2%,16%
COc1ccc(N(Cc2cccs2)C(=O)COc2ccc(C(C)C)cc2)cc1,-3%,-4%,?,-37%,?,-2%,46%[activator]
COc1ccc(-n2nnc(-c3nc(-c4cccs4)no3)c2N)cc1OC,4%,0%,-14%,-1%,4%,0%,-2%
Cc1ccc(S(=O)(=O)CC(=O)Nc2sc3c(c2C#N)CCCC3)cc1,1%,-2%,22%,-2%,0%,-1%,1%
CCOc1ccc(NC(=O)CSc2nnc(-c3ccc(OCC)cc3)o2)cc1,2%,-3%,-2%,-1%,-1%,0%,-9%
CCOc1ccc(NC(=O)CC2C(=O)N(c3ccccc3)C(=O)N2CCc2cccs2)cc1 (stereo unspecified),-2%,-1%,-3%,-7%,17%,-2%,1%
Cc1ccn2c(Nc3ccc(F)cc3)c(-c3ccc(C)o3)nc2c1,-3%,1%,-4%,-1%,-18%,6%,-2%
CCCOc1cccc(C2c3c(oc4ccc(F)cc4c3=O)C(=O)N2CCc2ccc(OC)cc2)c1 (stereo unspecified),1%,-1%,2%,-6%,1%,6%,1%
Cc1c(-c2nsc(NC(=O)c3ccccc3)n2)nnn1-c1ccc(C(F)(F)F)c(Cl)c1,-5%,-1%,-19%,5%,20%,-15%,6%
CCc1ccc(NC(=O)c2ccc3c(O)c(S(=O)(=O)c4ccc(Cl)cc4)c(=O)[nH]c3c2)cc1,0%,-1%,-13%,-20%,-9%,2%,0%
O=C(NCc1ccc2c(c1)OCO2)c1ccc2c(c1)N(Cc1cccc(Cl)c1)C(=O)c1ccccc1S2,-1%,0%,18%,-12%,14%,2%,2%
Cc1ccc(S(=O)(=O)c2cn(C)c3cc(N4CCCCC4)c(F)cc3c2=O)cc1,0%,-1%,-9%,-3%,23%,-5%,2%
O=C(OCc1ccccc1Cl)c1ccc(-c2nnn(Cc3ccccc3Cl)n2)cc1,-3%,1%,4%,-5%,8%,-15%,2%
Cc1ccc(C)c(CSc2nc(-c3ccccc3F)nc3c2Cc2c(CO)cnc(C)c2O3)c1,4%,0%,-1%,-21%,11%,4%,-5%
COc1ccccc1CN(Cc1c(Cl)cccc1Cl)S(=O)(=O)c1ccc(Br)cc1,-1%,2%,-8%,-4%,9%,-5%,-3%
CCCCNc1nc2c(S(=O)(=O)c3ccc(C)c(C)c3)nnn2c2ccsc12,-8%,0%,-16%,-3%,?,-8%,-2%
Cc1nc(N2CCCC2)c2c(C(=O)N3CCN(c4ccccc4)CC3)c(C)oc2n1,-7%,3%,-17%,0%,-3%,1%,3%
Cc1ccc(C)c(NC(=O)CCCn2nc(C)c3sc4ccccc4c3c2=O)c1,0%,-4%,-12%,-15%,-4%,1%,-19%
O=C(NCCc1csc2nc(-c3cccc(F)c3)nn12)c1ccc(Br)o1,-2%,0%,-22%,-3%,-12%,0%,-6%
COc1ccc(CNC(=O)c2cc3cccc4c3n2CC(C)S4)cc1OC (stereo unspecified),2%,1%,12%,?,-5%,1%,15%
CCOc1ccccc1NC(=O)Cn1c(=O)n(CCC(=O)NCc2ccc3c(c2)OCO3)c(=O)c2ccccc21,-7%,1%,14%,-12%,?,2%,11%
CCc1ccc2c(c1)-c1ccccc1S(=O)(=O)N2CC(=O)N1CCCCC1,-1%,-3%,-9%,33%,8%,-10%,-5%
CCOc1ccccc1NC(=O)C(CC)Sc1nc2ccncc2[nH]1 (stereo unspecified),-1%,-3%,-14%,-9%,9%,-12%,6%

Full records as entered above:
Profile of O=C(NCCc1csc2nc(-c3cccc(F)c3)nn12)c1ccc(Br)o1 → TSG101-PTAP inh = -2%; B2AR arrestin ag = 0%; p53null 39C kill = -22%; FH mod = -3%; NTMT1 inh = -12%; GALK inh = 0%; p53null 32C tox = -6%
Profile of CCOc1ccccc1NC(=O)C(CC)Sc1nc2ccncc2[nH]1 (stereo unspecified) → TSG101-PTAP inh = -1%; B2AR arrestin ag = -3%; p53null 39C kill = -14%; FH mod = -9%; NTMT1 inh = 9%; GALK inh = -12%; p53null 32C tox = 6%

New compounds follow.
Molecule,TSG101-PTAP inh,B2AR arrestin ag,p53null 39C kill,FH mod,NTMT1 inh,GALK inh,p53null 32C tox
CCOc1cccc(CC(=O)N2CCc3c([nH]c4ccccc34)C2c2ccccc2)c1OCC (stereo unspecified),0%,0%,5%,-19%,10%,-8%,17%
Cc1c(Cl)cccc1N1CCn2c1nc1c2c(=O)n(CC(=O)O)c(=O)n1C,0%,1%,-5%,-4%,-2%,8%,-4%
COC(=O)c1ccc2c(=O)n(CCCCCC(=O)NCCc3ccccc3)c(=O)[nH]c2c1,-10%,0%,-16%,?,-25%,-2%,-5%
O=C(NCCCc1nc2ccccc2n1Cc1cccc(Cl)c1)c1ccco1,-15%,-1%,-6%,-10%,-4%,0%,-8%
CCOc1cccc(C(=O)N(Cc2ccc(F)cc2)Cc2ccco2)c1,-6%,-1%,-13%,-8%,10%,1%,2%
CCOc1ccc(C2=NC(c3ccncc3)=Nc3ccc(C)cc3N2)cc1OCC,-1%,1%,-26%,-17%,0%,2%,21%
COc1ccccc1CNC(=O)CCCn1c(=O)c2ccccc2n(Cc2ccccc2F)c1=O,-1%,-2%,-15%,-3%,?,-2%,5%
O=C(NC1CCCCC1)c1ccc2c(c1)N(Cc1ccc(F)cc1)C(=O)c1ccccc1S2(=O)=O,-10%,0%,5%,-34%,1%,0%,3%
CCn1nnc2cc(C(=O)Nc3ccc(C)c(Cl)c3)ccc21,2%,1%,1%,-12%,-6%,3%,-6%
CCOc1ccc(-n2c(SCc3ccc(C(=O)OC)o3)nc3c([nH]c4ccccc43)c2=O)cc1,0%,0%,23%,-10%,3%,4%,1%
COc1ccc(CNC(=O)CCCn2c(=O)c3cccn3c3cccnc32)cc1,4%,-1%,-3%,-11%,?,3%,-11%
O=C(Nc1nnc(S(=O)(=O)N2CCCCC2)s1)c1ccccc1Br,-6%,0%,-7%,-2%,4%,?,6%
CCC(C)NC(=O)Cn1c(=O)cc(-c2ccccc2)c2c(C)nn(C)c21 (stereo unspecified),-8%,0%,-17%,-46%,-1%,-1%,5%
COc1ccccc1OCCn1c(NC(=O)c2ccccc2Cl)nc2ccccc21,-2%,0%,-7%,-4%,10%,0%,5%
Cc1cccc(NC(=O)C(Cc2ccccc2)N2Cc3ccccc3C2=O)c1C (stereo unspecified),0%,0%,-23%,-7%,4%,1%,-7%
CCOc1ccccc1NC(=O)Cn1c(=O)ccc2cc(S(=O)(=O)N3CCC(C)CC3)ccc21,2%,-1%,-1%,-17%,17%,-1%,1%
CC(C)CC(=O)Nc1nnc(S(=O)(=O)N(C)Cc2ccc(Cl)cc2)s1,-5%,-1%,0%,-4%,8%,0%,5%
Cc1cc(C)cc(NC(=O)CCCN2C(=O)COc3ccc(C)cc32)c1,-1%,-3%,-12%,1%,12%,0%,0%

High-throughput results deposited in PubChem by National Center for Advancing Translational Sciences (NCATS).
